phage Ecoli inh: growth loss of phage-infected E. coli, primary screen, RecBCD inhibitor project, absorbance, with phage, HTS; inhibition, % at 11.9 µM; 0.26% of 360,000 active; in the data active = inhibition above about 11%
Mot1-301 SUMO: yeast Mot1-301 growth rescue at high temperature, primary screen, SUMOylation pathway inhibitor project, S. cerevisiae, ATP luminescence, 38.5C; growth rescue, % at 18.8 µM; S. cerevisiae Mot1-301 growth rescue; percent above DMSO median, 100 means doubled; 1% of 320,000 active;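 active = every valid replicate shows activation above 250% relative to neutral control wells; inactive = the rest, any valid replicate at or below 250%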;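 note: OY570 slx delta 5 strain wells were the positive control but not used for scaling; some compounds called inactive have numbers as strong as hits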
PKA-R1A activ: activators of PKA-R1A holoenzyme, primary screen, biochemical, fluorescence polarization, Cy5-IP20, bovine R1A, mouse PKAc; cAMP-dependent protein kinase type I-alpha regulatory subunit (Bos taurus) + …; PKA-R1A dissociation; scaled: DMSO 0%, 113 µM cGMP 100%; activation, % at 11.4 µM; 0.083% of 340,000 active;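 active = percent activation above the mean of all tested compounds plus 3 SD, cut at about 19% in these data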;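 note: higher means more PKAc released from R1A so a rise in polarization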
Ecoli viability: E. coli V3065 growth inhibition, primary screen, counter-screen for AddAB inhibitor project, absorbance, OD600; AID 449728, 2010; 0.27% of 330,000 active; inhibition, % at 11.9 µM; 18 h;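 active = inhibition above the campaign's mean inhibition across all tested compounds plus 3 SD, cut at about 9.9% in these data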;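 note: uninfected addAB+ strain grown without phage in ampicillin broth; 0% = DMSO wells and 100% = ciprofloxacin 0.95 µg/ml wells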
MOR-DOR inv ag: inverse agonists of MOR-DOR heterodimerization, primary screen, cell-based, luminescence; inhibition, % at 9.3 µM; Mu-type opioid receptor (Homo sapiens) + Delta-type opioid receptor (Homo sapiens), …; 0.21% of 340,000 active; cell-based MOR-DOR heterodimer luminescence, inverse agonism; AID 504357, 2011; in the data active = inhibition above about 22%, passing the limit was not always enough;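 note: 0% = cells with DMSO and 100% = wells without cells with DMSO; values of inactives mirror those of a sister screen read the other way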
AddAB inh: growth inhibition of E. coli expressing H. pylori AddAB, primary screen, AddAB inhibitor project, absorbance; 0.29% of 330,000 active; inhibition, % at 11.9 µM; in the data active = inhibition above about 12%;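 note: 0% = vehicle wells of infected cells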
HTR5A inv ctr: HTR5A inverse agonists in luminescence cell assay, primary screen, counter-screen for OPRM1-OPRD1 heterodimer inverse agonist project, full-deck HTS; 5-hydroxytryptamine receptor 5A (Homo sapiens), P47898; HTR5A cell line, inverse agonism; inhibition, % at 9.3 µM; 0.083% of 340,000 active; in the data active = inhibition mostly above about 23%, no sharp cut-off; inactive = mostly below about 18%;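 note: 0% = cells with DMSO and 100% = no-cell wells with DMSO; some compounds called inactive have numbers as strong as hits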
Target sequence (P47898 whole entry, looked up): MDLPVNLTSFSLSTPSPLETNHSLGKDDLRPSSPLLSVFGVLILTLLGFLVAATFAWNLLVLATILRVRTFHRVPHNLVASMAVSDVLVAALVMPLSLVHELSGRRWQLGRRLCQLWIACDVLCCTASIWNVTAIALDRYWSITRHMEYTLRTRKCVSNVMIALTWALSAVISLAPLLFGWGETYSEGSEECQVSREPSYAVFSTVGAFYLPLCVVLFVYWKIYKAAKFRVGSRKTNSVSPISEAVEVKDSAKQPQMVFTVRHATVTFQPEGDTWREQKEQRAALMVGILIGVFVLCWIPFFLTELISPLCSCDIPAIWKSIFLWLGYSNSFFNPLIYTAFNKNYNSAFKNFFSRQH
OPRM1-OPRD1 ag: agonists of OPRM1-OPRD1 heterodimerization, primary screen, cell-based, luminescence | activation, % at 9.3 µM | cells | AID 504326, 2011 | 0.3% of 340,000 active | Mu-type opioid receptor (Homo sapiens) + Delta-type opioid receptor (Homo sapiens), …; in the data active = activation above about 18%;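 note: 0% = vehicle-treated cells and 100% = reference agonist; values of inactives mirror those of a sister screen read the other way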
PfHsp90 set2: growth inhibition of PfHsp90-expressing yeast, primary screen, antimalarial PfHsp90 inhibitor project, S. cerevisiae, BacTiter-Glo luminescence, single point, set 2; BacTiter-Glo ATP, 48 h; yeast lacking PDR1 and PDR3 efflux regulators; inhibition, % at 9.4 µM; 0.32% of 310,000 active; AID 504621, 2011;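 active = every replicate shows inhibition above about 80%, whatever the replicate mean, limit read from the data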;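 note: 0% = DMSO neutral controls and 100% = 20 µM radicicol positive controls; yeast relying on Plasmodium falciparum Hsp90 in place of its own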
Tat transport: E. coli Tat export inhibitors, primary screen, MC4100, TorA-mCherry reporter, fluorescence, single point; inhibition, % at 10 µM; 0.036% of 340,000 active; AID 488895, 2010;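 active = mean replicate inhibition at least 50% and at least half of replicates individually reaching 50%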;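 note: exported cargo escapes ClpAP degradation while cytoplasmic cargo is degraded and loses fluorescence; 0% = median of neutral control wells and 100% = median of NaSCN control wells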
PKA-R2B activ: activators of PKA-R2B holoenzyme, primary screen, biochemical, fluorescence polarization, Cy5-IP20, human | cAMP-dependent protein kinase catalytic subunit beta (Homo sapiens) + cAMP-dependent … | PKA-R2B holoenzyme dissociation; R2B truncated from residue 108, S112A mutant; 0% DMSO only, 100% 113 µM cGMP | activation, % at 11.4 µM | 0.079% of 340,000 active | AID 504700, 2011;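 active = activation above a cutoff set at the mean over all compounds plus 3 SD, cut at about 18% in these data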;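 note: higher means more holoenzyme dissociation and a rise in polarization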
Target sequence (P31323 whole entry, looked up, other chains not shown, the tested form may be a part): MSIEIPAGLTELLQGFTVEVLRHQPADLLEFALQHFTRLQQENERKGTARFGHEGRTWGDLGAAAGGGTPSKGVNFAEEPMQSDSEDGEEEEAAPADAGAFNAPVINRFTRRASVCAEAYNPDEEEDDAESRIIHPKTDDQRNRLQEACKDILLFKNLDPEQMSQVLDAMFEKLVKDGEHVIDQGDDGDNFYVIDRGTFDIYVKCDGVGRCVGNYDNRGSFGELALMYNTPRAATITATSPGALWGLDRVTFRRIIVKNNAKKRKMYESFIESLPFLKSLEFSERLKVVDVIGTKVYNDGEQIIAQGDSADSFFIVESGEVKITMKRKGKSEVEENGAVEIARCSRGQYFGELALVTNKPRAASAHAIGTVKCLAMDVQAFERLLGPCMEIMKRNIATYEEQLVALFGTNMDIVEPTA
* = called active by the depositor; nt = not tested or not shown. Random draw from the library. Share with any hit: about 2.2%.

[1] C=CCOc1ccccc1CN1CCSCC1
[2] O=C(Nn1c(-c2ccccc2)nc2ccccc2c1=O)C1CCC1
[3] Cc1ccc(C)c(OCc2cc(C(=O)N3CCNC(=O)C3)no2)c1
[4] CCCCN(C(C)=O)c1ccc(S(=O)(=O)NC2=NCCCCC2)cc1NC(C)=O
[5] COc1ccc(CCNC(=O)C2CC(=O)N(c3ccc(F)cc3)C2)cc1OC (stereo unspecified)
[6] C[C@@H]1CN([C@@H](C)CO)C(=O)c2cccc(NS(C)(=O)=O)c2O[C@H]1CN(C)Cc1ccc(C(=O)O)cc1
compound no.	1	2	3	4	5	6
phage Ecoli inh	1.6	5.8	1.9	4.5	0.9	-0.3
Mot1-301 SUMO	-17	17	-19	-14	-16	10
PKA-R1A activ	-10	1	0	-4	-9	11
Ecoli viability	-1.7	1.1	3.2	1.1	-0.9	-0.8
MOR-DOR inv ag	-7	6	1	9	8	19
AddAB inh	3.1	1.4	2.9	1.0	-1.6	-0.1
HTR5A inv ctr	-4	4	-4	9	14	-5
OPRM1-OPRD1 ag	1.4	-1.1	-0.1	-2.3	-1.5	-3.3
PfHsp90 set2	28	8	3	2	-8	5
Tat transport	-7	-5	5	8	-8	1
PKA-R2B activ	0	0	0	-6	-11	4

[7] CC(O)CNc1ccc([N+](=O)[O-])cc1S(=O)(=O)N1CCOCC1 (stereo unspecified)
[8] Cc1ccc(C(=O)NCc2ccccc2CN2CCCC2)cc1S(=O)(=O)N1CCOCC1
[9] c1csc(CNCCCN2CCOCC2)c1
[10] CC1=CC(=C(C#N)C#N)C=C(C)N1CCN1CCNCC1
[11] Clc1cccc(Cl)c1Cn1cnc2c(NCc3ccco3)ncnc21
[12] COc1ccc(NC(=O)NCc2cccn2C)c(OC)c1
compound no.	7	8	9	10	11	12
phage Ecoli inh	1.4	0.1	-0.5	-0.3	nt	-1.5
Mot1-301 SUMO	nt	0	-11	-22	2	-13
PKA-R1A activ	4	-14	-9	5	-8	-6
Ecoli viability	-1.1	-0.7	0.7	-1.3	1.2	-1.6
MOR-DOR inv ag	-8	2	7	10	10	11
AddAB inh	-1.2	-2.5	0.7	1.7	0.8	-3.6
HTR5A inv ctr	0	11	10	24	8	-3
OPRM1-OPRD1 ag	1.6	-0.5	-1.2	-2.0	-1.9	-1.9
PfHsp90 set2	8	-4	13	nt	13	8
Tat transport	0	0	-4	-15	4	-7
PKA-R2B activ	-8	3	-6	0	-1	-5

Molecules shown so far with four or more nitrogen atoms:
[4] CCCCN(C(C)=O)c1ccc(S(=O)(=O)NC2=NCCCCC2)cc1NC(C)=O
[10] CC1=CC(=C(C#N)C#N)C=C(C)N1CCN1CCNCC1
[11] Clc1cccc(Cl)c1Cn1cnc2c(NCc3ccco3)ncnc21
compound no.	4	10	11
phage Ecoli inh	4.5	-0.3	nt
Mot1-301 SUMO	-14	-22	2
PKA-R1A activ	-4	5	-8
Ecoli viability	1.1	-1.3	1.2
MOR-DOR inv ag	9	10	10
AddAB inh	1.0	1.7	0.8
HTR5A inv ctr	9	24	8
OPRM1-OPRD1 ag	-2.3	-2.0	-1.9
PfHsp90 set2	2	nt	13
Tat transport	8	-15	4
PKA-R2B activ	-6	0	-1

(further entries)
[13] COc1cccc(/C=C/C(=O)NNC(=O)c2ccncc2)c1OC
[14] CC1Nc2ccccc2C(=O)N1NS(=O)(=O)c1ccccc1 (stereo unspecified)
[15] Cc1ccc(N(CC(=O)Nc2ccc3c(c2)OCCO3)S(C)(=O)=O)cc1
[16] CC(C)[C@H](NC(=O)c1ccccc1)C(=O)OCC(=O)NCc1ccc2c(c1)OCO2
[17] COC(=O)c1ccc(CN2CCC(CO)(CCOc3ccccc3)CC2)cc1
[18] CC(=O)Nc1cc(Br)ccc1O
compound no.	13	14	15	16	17	18
phage Ecoli inh	3.3	1.3	4.9	2.8	0.7	1.9
Mot1-301 SUMO	0	-26	84	-5	-9	-6
PKA-R1A activ	8	4	1	-13	-5	-8
Ecoli viability	1.2	-0.4	1.3	0.1	-1.7	-1.2
MOR-DOR inv ag	11	-14	7	13	-3	13
AddAB inh	3.2	5.0	0.1	-0.7	0.1	-0.2
HTR5A inv ctr	-10	-12	0	-10	-9	-18
OPRM1-OPRD1 ag	-2.7	2.7	-1.5	-2.6	0.6	-2.6
PfHsp90 set2	3	-18	35	2	29	-15
Tat transport	0	0	6	-11	-5	-11
PKA-R2B activ	4	-4	4	-8	-9	1

[19] Clc1ccc(Cn2cccn2)cn1
[20] COc1ccccc1C(=O)NC(=O)COC(=O)CCS(=O)(=O)c1ccc(C)cc1
[21] O=C(CCCCC(=O)Nc1ccc(F)cc1F)Nc1ccc(F)cc1F
[22] CCc1nnc(NS(=O)(=O)c2ccc(NC(=O)Nc3ccc(OC)cc3)cc2)s1
[23] CC(=O)c1c[nH]c(C(=O)NCc2cccc(C(F)(F)F)c2)c1
[24] Cc1ccc2cc(C#N)c(N3CCCN(C(=O)c4cnccn4)CC3)nc2c1
compound no.	19	20	21	22	23	24
phage Ecoli inh	-0.1	1.5	-1.2	3.1	-0.9	-1.7
Mot1-301 SUMO	-3	-2	8	7	-2	-3
PKA-R1A activ	3	9	-12	-2	7	3
Ecoli viability	2.2	-0.8	-1.5	-0.7	-1.0	-0.2
MOR-DOR inv ag	10	-10	2	-6	14	7
AddAB inh	-1.2	0.9	0.6	3.7	-0.2	3.4
HTR5A inv ctr	4	-7	-1	11	-9	7
OPRM1-OPRD1 ag	-2.1	1.9	-0.5	1.2	-2.5	-0.9
PfHsp90 set2	nt	3	-5	-5	-10	16
Tat transport	4	-6	-12	21	-6	-8
PKA-R2B activ	-1	8	-5	0	2	-11

[25] Cc1nc(C(=O)N(C)C)nn1-c1ccc([N+](=O)[O-])cc1
[26] N#CCCn1c(O)c(N=NC(=O)CNC(=O)c2cccs2)c2ccccc21
[27] Clc1ccc(N/N=C/c2ccncc2)cc1Cl
[28] CCOC(=O)c1cccc(Nc2ncnc3ccccc23)c1
[29] O=C(N/N=C/C=C/c1ccccc1)c1ccc(Br)cc1
[30] Fc1ccc(/C=N/NC(=S)Nc2cccnc2)cc1F
compound no.	25	26	27	28	29	30
phage Ecoli inh	2.4	0.6	1.8	0.3	-2.1	2.9
Mot1-301 SUMO	-1	20	128	-3	87	nt
PKA-R1A activ	7	4	2	9	-21	1
Ecoli viability	-2.2	0.8	2.3	-1.7	-1.4	1.3
MOR-DOR inv ag	4	18	-28	-6	-19	18
AddAB inh	1.2	0.3	0.0	1.4	-2.0	0.7
HTR5A inv ctr	-2	-20	-12	4	7	-3
OPRM1-OPRD1 ag	-0.8	-3.3	5.7	1.5	3.2	-3.6
PfHsp90 set2	26	18	-33	36	-2	-21
Tat transport	0	-12	-3	7	-4	1
PKA-R2B activ	1	2	-3	-6	-9	0

[31] COc1nc(Oc2ccc(/C=N/O)cc2)nc(N(C)C)n1
[32] CCOc1cc(/C=C(\C#N)C(=O)NCC2CCCO2)ccc1OCC(N)=O (stereo unspecified)
[33] CC(=O)c1cccc(NC(=O)CSc2nc(N3CCOCC3)nc(N3CCOCC3)n2)c1
[34] CCC1CCCCN1CC(O)COCc1cccc(OC)c1 (stereo unspecified)
[35] Cc1ccc(C)c(S(=O)(=O)NNC(=O)c2sc(NS(=O)(=O)c3ccccc3)nc2C)c1
[36] O=C(COC(=O)c1cc(=O)[nH]c2ccccc12)NC1CCCCC1
compound no.	31	32	33	34	35	36
phage Ecoli inh	-0.4	4.2	-0.6	1.8	2.8	1.9
Mot1-301 SUMO	-5	-6	221	10	21	nt
PKA-R1A activ	6	6	-8	2	-7	8
Ecoli viability	1.4	0.6	1.4	1.9	-1.1	-1.6
MOR-DOR inv ag	13	1	2	10	3	11
AddAB inh	1.6	1.7	0.4	0.9	2.6	-1.1
HTR5A inv ctr	-19	-5	-2	12	10	3
OPRM1-OPRD1 ag	-2.3	-0.1	-0.4	-1.8	-0.5	-2.0
PfHsp90 set2	4	14	32	8	12	nt
Tat transport	-13	-2	-4	1	1	14
PKA-R2B activ	-5	1	-4	-2	-15	4

Molecules listed so far with fluorine:
[5] COc1ccc(CCNC(=O)C2CC(=O)N(c3ccc(F)cc3)C2)cc1OC (stereo unspecified)
[21] O=C(CCCCC(=O)Nc1ccc(F)cc1F)Nc1ccc(F)cc1F
[23] CC(=O)c1c[nH]c(C(=O)NCc2cccc(C(F)(F)F)c2)c1
[30] Fc1ccc(/C=N/NC(=S)Nc2cccnc2)cc1F
compound no.	5	21	23	30
phage Ecoli inh	0.9	-1.2	-0.9	2.9
Mot1-301 SUMO	-16	8	-2	nt
PKA-R1A activ	-9	-12	7	1
Ecoli viability	-0.9	-1.5	-1.0	1.3
MOR-DOR inv ag	8	2	14	18
AddAB inh	-1.6	0.6	-0.2	0.7
HTR5A inv ctr	14	-1	-9	-3
OPRM1-OPRD1 ag	-1.5	-0.5	-2.5	-3.6
PfHsp90 set2	-8	-5	-10	-21
Tat transport	-8	-12	-6	1
PKA-R2B activ	-11	-5	2	0

Next part.
[37] CCn1c(=O)c(=O)[nH]c2c(=O)oc3ccc(S(=O)(=O)Nc4ccc(OC)cc4)cc3c21
[38] Cc1ccc(NC(=O)CSc2nnc(C3CC3)n2C)cc1S(=O)(=O)N1CCCCC1
[39] COc1ccc(-c2cc3c(=O)n(CC(=O)NCCN4CCCC4)nc(C)n3n2)cc1
[40] COc1ccc(CN(C)C(=S)Nc2ccc(Cl)cc2Cl)cc1
[41] Cc1ccc(NC(=O)C2C3CCCC2C3c2ccccc2)cc1C (stereo unspecified)
[42] O=C(CCN1CCN(c2ccccc2)CC1)Nc1ccccc1F
compound no.	37	38	39	40	41	42
phage Ecoli inh	0.7	4.4	1.9	0.3	4.2	3.3
Mot1-301 SUMO	-4	-6	8	14	9	-37
PKA-R1A activ	8	-1	-6	-7	7	-5
Ecoli viability	-0.9	-1.2	-2.2	1.1	0.4	-2.6
MOR-DOR inv ag	7	-12	16	2	20	1
AddAB inh	3.2	2.6	2.9	1.2	6.4	0.6
HTR5A inv ctr	4	-2	-31	-7	15	15
OPRM1-OPRD1 ag	-1.3	2.2	-3.1	-0.5	-3.5	-0.2
PfHsp90 set2	6	-20	-24	-12	4	5
Tat transport	-3	-4	5	7	-4	6
PKA-R2B activ	10	2	-7	-5	6	-7
